JMJD2A Tudor inh = blocks the human JMJD2A Tudor domain | O75164 | AlphaScreen JMJD2A-Tudor / H3K4me3 peptide binding | Potency, µM (highest dose often 114 µM), for inactives: top-dose activity change, negative = inhibition, hits mostly inhibitors | 4.4% of 390,000 active | AID 504339; note: % is set by controls: 0 for no effect and ±100 for the full control effect; nearly all actives have a fitted effect of over 50% in size
TrxR1 inh = rat TrxR1 inhibition; recombinant rTrxR1, NADPH fluorescence consumption, selenite substrate; O89049; 1% of 390,000 active; Potency, µM (series often up to 114 µM), inactives show at the top dose activity change, negative = inhibition, hits mostly inhibitors; note: % is set by controls: 0 for no effect and ±100 for the full control effect; nearly all actives have a fitted effect of over 65% in size
Target sequence (O89049 whole entry, looked up): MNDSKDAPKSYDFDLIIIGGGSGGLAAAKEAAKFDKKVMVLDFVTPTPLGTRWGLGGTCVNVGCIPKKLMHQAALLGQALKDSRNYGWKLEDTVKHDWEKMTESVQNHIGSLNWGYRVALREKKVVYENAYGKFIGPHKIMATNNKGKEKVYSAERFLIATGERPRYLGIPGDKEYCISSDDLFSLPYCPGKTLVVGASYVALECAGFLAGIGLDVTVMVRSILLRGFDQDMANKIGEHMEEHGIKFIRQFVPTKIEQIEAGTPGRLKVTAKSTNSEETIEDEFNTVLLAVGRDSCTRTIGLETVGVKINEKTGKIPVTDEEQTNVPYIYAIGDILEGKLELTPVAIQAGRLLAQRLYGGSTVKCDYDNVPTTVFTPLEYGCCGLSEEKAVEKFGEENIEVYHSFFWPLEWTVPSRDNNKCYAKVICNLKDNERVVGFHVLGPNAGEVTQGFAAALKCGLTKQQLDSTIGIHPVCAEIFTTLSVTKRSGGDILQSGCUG
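Rat TrxR1 (90 nM in the dispensed reagent) was pre-reduced with 400 uM NADPH for 5 min at room temperature, then incubated with compound for 15 min. After 400 uM selenite was added, NADPH fluorescence (Ex 340/Em 450 nm) was followed for 8 min.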
RGS4 inh = human RGS4 inhibition | Potency, µM (highest dose often 114 µM), without a hit: at the highest dose activity change, negative = inhibition, actives largely listed as inhibitors | AID 504845 | Transcreener GDP fluorescence polarization, RGS4-accelerated GTP hydrolysis | 0.039% of 390,000 active; note: % is set by controls: 0 for no effect and ±100 for the full control effect; nearly all actives have a fitted effect of over 75% in size; some results filed as inactive show a strong effect at the top dose
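MLSMR compounds (23 nl, pin-transferred) preincubated 10 min at room temperature with a 500nM (2x) first reagent, then RGS4 at 900nM (2x) plus Transcreener GDP mix added; fluorescence polarization (620/688 nm) read before and after 90 min at 30 °C.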
12-LOX inh = inhibitors of human 12S-lipoxygenase ALOX12 | purified 12hLO, xylenol orange hydroperoxide absorbance | Potency, µM (top dose mostly 108 µM), without a hit: top-dose activity change, negative = inhibition, usual class: inhibitors | 1.1% of 580,000 active | AID 1671190; note: % is set by controls: 0 for no effect and ±100 for the full control effect
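Hydroperoxide product was detected by ferrous iron/xylenol orange as the 573 to 405 nm absorbance ratio. Arachidonic acid at 40 uM (final) was turned over for 30 min at room temperature by 150 nM human 12hLO, pH 7.0 Hepes buffer, after 15 min compound preincubation.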
ERG Ets-DNA blk = blocks human ERG Ets domain binding to DNA. 0.028% of 370,000 active. Potency, µM (top dose mostly 76.9 µM), for the others: at the top dose FP activity, negative = inhibition, hits mostly inhibitors. P11308. fluorescence polarization, His-ERG Ets domain / labelled DNA. AID 624246; active = well fitted inhibition curve with a large enough effect in the polarisation, with a control signal flat; inconclusive = small, poorly fitted or top-dose-only effect, or effect the other way, or a change in a side signal; inactive = no such curve, though single readings can be large or run the other way; the % refers to the polarisation;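 note: polarization taken with two DNA probes labelled with fluorescein and Texas red; % of control where 0% means no effect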
Target sequence (P11308 whole entry, looked up, the tested form may be a part): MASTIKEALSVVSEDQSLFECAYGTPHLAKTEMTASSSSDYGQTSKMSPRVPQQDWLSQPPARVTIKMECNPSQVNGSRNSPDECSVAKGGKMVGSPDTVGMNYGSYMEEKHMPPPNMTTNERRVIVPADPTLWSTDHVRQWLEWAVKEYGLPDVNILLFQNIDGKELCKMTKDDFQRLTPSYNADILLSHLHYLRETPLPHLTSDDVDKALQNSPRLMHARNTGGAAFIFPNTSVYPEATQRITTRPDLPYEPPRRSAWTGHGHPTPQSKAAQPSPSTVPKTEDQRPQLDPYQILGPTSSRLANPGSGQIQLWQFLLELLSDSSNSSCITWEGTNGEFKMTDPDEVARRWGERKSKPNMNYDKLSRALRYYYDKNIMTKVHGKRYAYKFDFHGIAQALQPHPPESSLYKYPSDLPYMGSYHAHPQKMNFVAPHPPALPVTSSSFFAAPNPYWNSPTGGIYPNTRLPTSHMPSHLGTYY
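His-tagged ERG Ets domain (1 uM in the protein solution; 300mM KCl, 50mM Tris-HCl, 1mM EDTA, 1mM DTT, pH 7.5) received compound, then a probe mix of 5 nM fluorescein-DNA and 100nM Texas-615-DNA. Fluorescence polarization was read for both dyes.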
Pin1 inhibitor = blocks the human prolyl isomerase Pin1; Q13526; Pin1 FP peptide displacement, HiFluor488, 10 min; Potency, µM (top dose mostly 115 µM), without a hit: at the top dose activity, negative = inhibition, most hits filed as inhibitors; 0.009% of 390,000 active; AID 504891; active = well fitted inhibition curve with a large enough effect in the polarisation, with a control signal flat, not every such curve was filed as active; inconclusive = small, poorly fitted or top-dose-only effect, or effect the other way, or a change in a side signal; inactive = no such curve, though single readings can be large or run the other way; the % refers to the polarisation; note: % is set by controls: 0 for no effect and ±100 for the full control effect
Tb PGK inh = inhibitors of T. brucei phosphoglycerate kinase; 0.043% of 380,000 active; AID 602233; Potency, µM (titrated, usually from 57.5 µM), for inactives: at the top dose activity change, negative = inhibition, most hits filed as inhibitors; PGK/GAPDH coupled, Kinase-Glo luminescence, 60 min; note: % is set by controls: 0 for no effect and ±100 for the full control effect; nearly all actives have a fitted effect of over 60% in size
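Recombinant glycosomal PGK reaction used 1,3-bisphosphoglycerate generated in-well by GAPDH (100nM final) in 100mM TEA pH 7.6, 5mM MgCl2, 0.01% Tween-20. After 60 minutes at room temperature, ATP was read by Kinase-Glo Plus luminescence end-point.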
HP1b binding inh = inhibitors of HP1-beta chromodomain binding to methylated histone tails; AlphaScreen HP1-beta / biotin-H3K9me3 peptide binding; Potency, µM (doses to about 114 µM), without a hit: at the top dose activity change, negative = inhibition, hits mostly inhibitors; 0.56% of 390,000 active; note: nearly all actives have a fitted effect of over 70% in size; inactives centre near 23
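HP1-beta protein (50 nM final) preincubated 30 min at room temperature with biotinylated H3(1-18)K9me3 peptide (50 nM) in PBS pH 7.4, 0.01% Tween-20, then compound added for 30 min. AlphaScreen streptavidin donor/nickel chelate acceptor beads (10 ug/mL final), 30 min dark, luminescence read.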
GLS inhibitor = glutaminase GLS (human) inhibition | O94925 | 0.21% of 410,000 active | Potency, µM (titrated, usually from 45.5 µM), for the others: top-dose activity change, negative = inhibition, hits mostly inhibitors | GLS enzymatic activity, qHTS titration; note: % is set by controls: 0 for no effect and ±100 for the full control effect
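Enzyme dispensed in phosphate buffer (45 mM, pH 8.2, 0.02% Tween-20), compounds pinned in, then 1 mM L-glutamine solution and the glutamate oxidase–HRP–Amplex Red mix added; fluorescence read immediately and again after 30 min at room temperature.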
Active calls of the source: *; i = inactive; u = inconclusive; x = not tested or not shown; & = joins results of further samples; [ ] = dose if it differs, or a comment. Unless noted, calls come from the whole dose curve; as a rule, active = well fitted curve in the direction sought with a large enough effect; inconclusive = small, poorly fitted or top-dose-only effect, or another doubt; inactive = no such curve, though single readings can be large; an effect the other way counts as inactive or inconclusive. Potency is the fitted concentration of half-maximal effect. Some of the compounds tested; rates above refer to the full screens.

The line under a structure holds: JMJD2A Tudor inh | TrxR1 inh | RGS4 inh | 12-LOX inh | ERG Ets-DNA blk | Pin1 inhibitor | Tb PGK inh | HP1b binding inh | GLS inhibitor
1: COc1ccc(/C=C/C(=O)N[C@@H](C)C(=O)O)cc1
    -12% | -19% | -14% | u | -1% | -6% | -3% | 46%[activator] | -1%
2: Cc1ccc(Nc2nnc(-c3ccc(C)c(S(=O)(=O)N4CCCCC4)c3)c3ccccc23)cc1
    -1% | u | -10% | -1% | 1% | -4% | x | 8% | -1%
3: CN1C(=O)/C(=C/c2ccc(OCc3ccc(F)cc3)cc2)NC1=S
    -12% | -1% | -14%[56.9 µM] | 30% | 4% | -2% | 1% | 65%[activator] | 10%
4: C=CCn1c(C)csc1=Nc1ccc(C(C)=O)cc1
    -5%[11.4 µM] | 23%[57.1 µM] | -6% | -5% | 11% | -2% | i | -3% | 12%
5: Cc1nn(C)cc1C1C(C#N)=C(N)N(c2cccnc2)C2=C1C(=O)CCC2 (stereo unspecified)
    -16% | 0%[57.1 µM] | 4% | 9% | -7% | -9% | -3% | 9% | -8%
6: Cc1cc(N2CCCC2)nc2c(C)cccc12
    49%[activator] | 7%[57.1 µM] | 22% | 12% | -3% | -2% | 4% | 105%[activator] | 1%
7: CC12CCC(C(=O)NCCc3ccccc3)(OC1=O)C2(C)C (stereo unspecified)
    8% | 15% | 5% | -7% | -3% | -3% | 1% | 32% | 0%
8: Cc1ccc(NC(=O)CCCn2nc(C)c3sc4ccccc4c3c2=O)c(Cl)c1
    -26% | 15% | 22% | -15% | 0% | 7% | 8% | 17% | 3%
9: CCCC(=O)NCc1nc2ccccc2n1C
    -7% | 13% | 14% | u | -1% | 3% | -3% | 18% | 5%
10: COC[C@@H]1NS(=O)(=O)c2ccc(Br)cc2O[C@H]1c1ccccc1
    -4% | -1% | -12% | u | 2% | 1% | -2% | 52%[activator] | 3%
11: O=C(NC1CCCCCC1)c1cccc(COCC(F)(F)F)c1
    -1% | -8% | 6% | 0% | 3% | -8% | 0% | 24% | 8%
12: COc1ccc(NC(=O)CSc2nc3[nH]c(=O)cc(O)c3s2)cc1OC
    -15% | -12% | -9% | -4% | x | u | -11% | 14% | -1%
13: O=C(NC1CCCC1)C(=O)N(Cc1cccnc1)C(C(=O)NCc1ccco1)c1ccccc1F (stereo unspecified)
    -7% | -2% | 3% | 0% | 43%[activator] | -5% | -2% | 58%[activator] | -4%
14: c1cnc(-c2nnc3n2CCCCC3)cn1
    -2% | 13% | -1% | 21% | x | -6% | x | 33% | -18%
15: CCOC(=O)c1c(C)[nH]c(C)c1C(=O)COC(=O)/C=C/c1ccc(OC(F)F)cc1
    u | -2% | -22% | 21% | -4% | 18% | -1% | 0% | 4%
16: COCCNC(=O)c1cc2cc(Br)cc(Br)c2oc1=O
    -4% | 17% | -6% | -5% | -5% | 0% | 4% | 33% | -4%
17: N#Cc1cc2c(nc1SCc1cccnc1)CCCCC2
    -6% | -2% | 23% | 4% | x | -2% | -6% | 28% | 5%
18: CC1N=C2c3ccccc3N=C(SCc3cc(=O)n4cc(Cl)ccc4n3)N2C1=O (stereo unspecified)
    -19% | -2% | -36% | -16% | -2% | 10% | -7% | 21% | u
19: COc1ccc(Cl)cc1NC(=O)C(=O)N/N=C/c1cc(C)n(-c2ccc(C)cc2)c1C
    u | 19% | 1% | 1% | x | 7% | 3% | 32% | 4%
20: O=C(NN=Cc1ccccc1O)C(O)(c1ccccc1)c1ccccc1
    -1% | 12%[11.4 µM] | 11% | 2% | -3% | -2% | 4% | 46%[activator] | 7%

Shown with values ahead of the structure: 2 of the compounds above.
# | JMJD2A Tudor inh | TrxR1 inh | RGS4 inh | 12-LOX inh | ERG Ets-DNA blk | Pin1 inhibitor | Tb PGK inh | HP1b binding inh | GLS inhibitor | molecule
8 | -26% | 15% | 22% | -15% | 0% | 7% | 8% | 17% | 3% | Cc1ccc(NC(=O)CCCn2nc(C)c3sc4ccccc4c3c2=O)c(Cl)c1
9 | -7% | 13% | 14% | u | -1% | 3% | -3% | 18% | 5% | CCCC(=O)NCc1nc2ccccc2n1C

Going on with the list:
The line under a structure holds: JMJD2A Tudor inh | TrxR1 inh | RGS4 inh | 12-LOX inh | ERG Ets-DNA blk | Pin1 inhibitor | Tb PGK inh | HP1b binding inh | GLS inhibitor
21: CCOC(=O)c1c(S(=O)(=O)N2CCCC(C(=O)NCc3cccc(C)c3)C2)c(C)n(C)c1C (stereo unspecified)
    -18% | 22%[57.1 µM] | 18% | -21% | -3% | 4% | -2% | 21% | -2%
22: C=CCc1cc(C)cc(C)c1OCCn1cncn1
    -10% | 8% | -26% | 0% | 3% | -5% | i | 87%[activator] | -5%
23: CN1CCN(c2ccc(CNC(=O)c3ccc4c(c3)OCCO4)cc2)CC1
    -5% | 7% | 5% | u | 6% | -1% | -6% | 3% | 35%
24: Cc1ccc2[nH]c(C(=O)N/N=C/c3ccccc3C(=O)O)c(-c3ccccc3)c2c1
    -23% | 9% | -2% | 37% | 8% | -3% | -3% | 16% | 17%
25: Cn1c(SCC(=O)c2ccccc2)nnc1-c1ccc(O)cc1
    -10% | -9% | -15% | -23% | 0% | u | 1% | 19% | 5%
26: O=C(c1ccc2ccccc2c1)N1CCc2ccccc21
    -4% | 1% | 27% | 7% | -4% | 0% | 11% | 2% | 10%
27: CCCCN(Cc1cccs1)S(=O)(=O)c1ccc(-c2ccc(=O)[nH]n2)s1
    -20% | 2% | -6% | -23% | 2% | 6% | i | 21% | 2%
28: Cc1nc(C2CC(=O)OC23CCCCC3)cs1 (stereo unspecified)
    -13% | 0% | -14% | 0% | 2% | 0% | i | 24% | 12%
29: COc1cccc(OCC(O)CN2CCN(c3ccccc3)CC2)c1 (stereo unspecified)
    -11%&-24% | 16%&15% | 31%&15% | u | 7%&15% | -5%&-6% | 0%&-5% | 32%&14% | -12%&21%
30: CN(C)C(=O)c1c(NC(=O)c2ccco2)sc2c1CCCCC2
    -8% | -9% | 0% | u | 1% | 2% | 0% | 12% | 15%
31: CCN(CCS(=O)(=O)c1ccc(Cl)cc1)C(=O)Nc1ccccc1
    -3% | 22%[57.1 µM] | 0% | -1% | 1% | 16% | -5% | 26% | -3%
32: O=[N+]([O-])c1cccc(C2=NCCC(c3ccccc3)O2)c1 (stereo unspecified)
    -31% | 30% | 19% | 3% | -3% | 2% | -2% | -1% | 8%
33: CC(=O)NCCC(=O)Nc1ncc(S(=O)(=O)c2ccc([N+](=O)[O-])cc2)s1
    -21% | -21% | -10% | u | -6% | 2% | -4% | 0% | 10%
34: COc1ccc(-c2cc(C(=O)NCCCN3CCOCC3)on2)cc1OC
    -8% | 15% | 7%[11.4 µM] | 5% | 5% | 1% | -2% | 29% | 7%
35: O=C(COC(=O)CNC(=O)C1CCCCC1)Nc1cccc(F)c1
    -4% | 3% | 39% | 0% | -8% | 1% | 10% | 36% | -3%
36: Cc1ccccc1C(=O)Nc1ccc(S(=O)(=O)N2CCN(C)CC2)cc1
    -2% | -17%[57.1 µM] | -15% | 176%[activator] | 4% | -11% | i | 26% | -2%
37: Cc1nnc(SC(C)C(=O)NC2CCCc3ccccc32)n1-c1ccccc1 (stereo unspecified)
    -12% | 16%[57.1 µM] | -18% | 5% | -3% | -1% | -3% | 27% | 5%
38: O=C(O)CCS(=O)(=O)c1cc(Br)cc2c1N(C(=O)C1CC1)CC2
    -18% | 23%[57.1 µM] | 17% | -23% | -3% | -3% | -9% | 3% | 2%
39: Nc1nc(-c2ccccc2)c(-c2ccccc2)s1
    u | -6% | -35% | u | -1% | -1% | 8% | -31% | 13%
40: Cc1nnc(SCC(=O)NC2CCCCC2)n1C1CCCCC1
    -11% | 12% | -2% | -9% | 6% | 3% | -7% | 28% | 1%
41: O=C(CSC1CC(=O)N(CCc2ccccc2)C1=O)Nc1cccc(Cl)c1 (stereo unspecified)
    18% | 16%[57.1 µM] | -33% | -25% | 2% | -1% | 6% | 59%[activator] | -20%
42: COc1ccc(CN(C)C(=O)c2cc(-c3ccccc3)nc3ccc(C)cc23)c(OC)c1OC
    -21% | -9% | -6% | x | -1% | -2% | -2% | 22% | 7%

Structural class, the entries above with a Cl atom
The line under a structure holds: JMJD2A Tudor inh | TrxR1 inh | RGS4 inh | 12-LOX inh | ERG Ets-DNA blk | Pin1 inhibitor | Tb PGK inh | HP1b binding inh | GLS inhibitor
8: Cc1ccc(NC(=O)CCCn2nc(C)c3sc4ccccc4c3c2=O)c(Cl)c1
    -26% | 15% | 22% | -15% | 0% | 7% | 8% | 17% | 3%
18: CC1N=C2c3ccccc3N=C(SCc3cc(=O)n4cc(Cl)ccc4n3)N2C1=O (stereo unspecified)
    -19% | -2% | -36% | -16% | -2% | 10% | -7% | 21% | u
19: COc1ccc(Cl)cc1NC(=O)C(=O)N/N=C/c1cc(C)n(-c2ccc(C)cc2)c1C
    u | 19% | 1% | 1% | x | 7% | 3% | 32% | 4%
31: CCN(CCS(=O)(=O)c1ccc(Cl)cc1)C(=O)Nc1ccccc1
    -3% | 22%[57.1 µM] | 0% | -1% | 1% | 16% | -5% | 26% | -3%
41: O=C(CSC1CC(=O)N(CCc2ccccc2)C1=O)Nc1cccc(Cl)c1 (stereo unspecified)
    18% | 16%[57.1 µM] | -33% | -25% | 2% | -1% | 6% | 59%[activator] | -20%
